Screening data: PubChem, National Center for Advancing Translational Sciences (NCATS)
TRHR ag: agonists of human TRH receptor | TRHR cells, calcium flux fluo-8, FDSS agonist mode | P34981 | activation, % at 2 µM | 0.18% of 360,000 active; in the data active = activation above about 30%; also: 0% is about no effect
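Steps: seed TRHR cells overnight; add fluo-8 no-wash Ca dye, RT 30 min–1.5 h; record 10 s baseline; pin-transfer compounds; monitor fluorescence 1 cycle/s for the agonist window. Calcium increases flag candidate agonists.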
D2 antag: D2 dopamine receptor (human) antagonism. P14416. HEK293 TREx D2 cells, calcium flux, dopamine EC80. inhibition, % at 10 µM. 2% of 340,000 active. AID 485344; in the data active = inhibition above about 30%; also: 0% is about no effect
Target sequence (P14416 whole entry, looked up): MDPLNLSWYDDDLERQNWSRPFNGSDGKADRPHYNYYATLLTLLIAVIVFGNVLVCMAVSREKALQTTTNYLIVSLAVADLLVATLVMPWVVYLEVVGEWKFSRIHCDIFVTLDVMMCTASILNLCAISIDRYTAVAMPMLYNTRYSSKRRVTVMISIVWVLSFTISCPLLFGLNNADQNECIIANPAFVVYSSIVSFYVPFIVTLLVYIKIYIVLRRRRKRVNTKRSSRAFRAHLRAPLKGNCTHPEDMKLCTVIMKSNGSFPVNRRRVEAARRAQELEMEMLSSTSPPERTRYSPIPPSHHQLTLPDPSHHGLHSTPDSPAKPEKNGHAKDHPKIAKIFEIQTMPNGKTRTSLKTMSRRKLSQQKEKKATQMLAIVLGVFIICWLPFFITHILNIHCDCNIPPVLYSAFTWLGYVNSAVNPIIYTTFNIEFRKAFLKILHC
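Calcium mobilization kinetics were recorded at 1 s intervals in tetracycline-induced HEK293 T-REx D2 cells, first for 180 s after compound addition and then 180 s after EC80 dopamine.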
TRHR enhancer: TRH receptor (human) allosteric enhancement; P34981; 0.66% of 360,000 active; enhancement, % at 2 µM; TRHR cells, fluo-8 calcium fluorescence, EC20 TRH enhancement; in the data active = enhancement above about 30%; also: 0% is about no effect
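TRHR-expressing cells loaded with fluo-8 calcium dye were read kinetically (ex 480/em 530) during compound addition, then stimulated with an EC20 of TRH (10 nM final). Enhancement of the Gq-mediated intracellular calcium response was scored.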
TrxR1 substrate: is turned over as a substrate by rat TrxR1. O89049. purified TrxR1 substrate turnover, NADPH consumption readout. Potency, µM (series often up to 114 µM), for the others: at the highest dose activity change, negative = substrate turnover. 0.01% of 390,000 active. AID 588456; also: potency is read from the fitted curve at half-maximal effect; % is scaled to controls: 0 for no effect and ±100 for the full control effect; nearly all actives have a fitted effect of over 50% in size
Target sequence (O89049 whole entry, looked up): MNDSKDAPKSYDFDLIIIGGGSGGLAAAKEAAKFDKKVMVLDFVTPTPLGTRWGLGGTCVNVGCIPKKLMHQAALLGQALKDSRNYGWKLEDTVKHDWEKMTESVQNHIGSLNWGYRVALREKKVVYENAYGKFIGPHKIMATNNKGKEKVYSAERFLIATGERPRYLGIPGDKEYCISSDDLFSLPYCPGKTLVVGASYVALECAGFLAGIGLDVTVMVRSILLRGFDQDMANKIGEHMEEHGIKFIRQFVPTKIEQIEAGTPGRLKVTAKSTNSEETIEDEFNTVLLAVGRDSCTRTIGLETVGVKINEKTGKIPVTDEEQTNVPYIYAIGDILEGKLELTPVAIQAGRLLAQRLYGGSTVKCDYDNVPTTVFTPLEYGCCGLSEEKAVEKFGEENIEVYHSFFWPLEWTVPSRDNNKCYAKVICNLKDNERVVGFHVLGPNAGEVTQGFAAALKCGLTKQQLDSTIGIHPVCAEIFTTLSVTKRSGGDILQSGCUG
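Rat TrxR1, dispensed at 90 nM, was prereduced with 400 uM NADPH (final) for 5 min at ~22 deg C, then incubated with compound 15 min before 400 uM selenite. A first-read NADPH fluorescence drop versus no-compound background flagged substrates.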
TrxR1 inh: rat TrxR1 inhibition; O89049; recombinant rTrxR1, NADPH fluorescence consumption, selenite substrate; Potency, µM (series often up to 114 µM), for the others: at the top dose activity change, negative = inhibition, hits mostly inhibitors; 1% of 390,000 active; AID 588453; also: potency is read from the fitted curve at half-maximal effect; % is scaled to controls: 0 for no effect and ±100 for the full control effect; nearly all actives have a fitted effect of over 65% in size
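Rat TrxR1 (90 nM in the dispensed reagent) was pre-reduced with 400 uM NADPH for 5 min at room temperature, then incubated with compound for 15 min. After 400 uM selenite was added, NADPH fluorescence (Ex 340/Em 450 nm) was followed for 8 min.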
PI4K2A block: inhibitors of human PI4K2A. purified PI4K2A, ADP-Glo luminescence, 1 h; active compounds read low. AID 1346378. activity change, negative = inhibition, % at 76.9 µM. 0.13% of 420,000 active; in the data active = activity change below about -50%; inconclusive = mostly about -30% to -49%;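 also: -100% = wells without enzyme as full effect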
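ADP-Glo luminescence measured ADP generated by PI4K2A enzyme (4 ug/mL before mixing) with 1.2 mM PI substrate (pre-mix) and 300 microM ATP (pre-mix). Tris pH7.5 buffer with MgCl2, Triton X-100; 1 h reaction at ambient temperature.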
USP1 inh: USP1/UAF1 (human) deubiquitinase inhibition; recombinant USP1/UAF1, Ub-Rhodamine cleavage fluorescence; AID 743255; 0.23% of 390,000 active; O94782; Potency, µM (highest dose often 57.1 µM), inactives show at the highest dose activity change, negative = inhibition, usual class: inhibitors; also: potency is read from the fitted curve at half-maximal effect; % is scaled to controls: 0 for no effect and ±100 for the full control effect; nearly all actives have a fitted effect of over 60% in size; inactives centre near -12
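1 nM enzyme complex + cpd, 15 min RT; start with Ub-Rho 150nM final; kinetic fluorescence ex 480/em 540, 6 reads q60 s. Buffer 50mM HEPES pH 7.8, 0.5mM EDTA, 0.1 mg/ml BSA, 1mM TCEP, 0.01% Tween-20.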
mIDH1 inhibitor: human IDH1 R132H inhibition; O75874; IDH1-R132H enzyme, NADPH consumption, diaphorase/resazurin fluorescence; 0.093% of 390,000 active; Potency, µM (highest dose often 76.6 µM), for inactives: at the top dose activity change, negative = inhibition, most hits filed as inhibitors; AID 602179; also: potency is read from the fitted curve at half-maximal effect; % is scaled to controls: 0 for no effect and ±100 for the full control effect; nearly all actives have a fitted effect of over 65% in size
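IDH1-R132H (0.5 ug/mL) preincubated 30 min with compound, then NADPH (0.016 mM) and alpha-KG (2 mM) added; 80 min at RT, pH 7.5. Remaining NADPH coupled via diaphorase/resazurin to fluorescence (540/590 nm); concentration-response curves normalized to no-enzyme control.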
D2 ag: D2 dopamine receptor (human) agonism; 0.53% of 340,000 active; activation, % at 2 µM; AID 485358; P14416; HEK293 T-REx D2 cells, calcium flux agonist mode;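 active = activation over 3 SD above normal in the single-dose calcium agonist read, cut at about 30% in these data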; also: 0% is about no effect
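Tetracycline-induced HEK293 Trex cells with D2 receptor force-coupled to calcium signaling, plated overnight at 30 C and loaded with no-wash calcium dye. Calcium flux read kinetically for 180 s after compound addition; responses flag agonists.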
Active calls of the source: *; ? = inconclusive; / = no result given; [ ] = another dose, or the depositor's remark. Unless noted, calls follow the shape of the dose curve; as a rule, active = well fitted inhibition curve with a large enough effect; inconclusive = small, poorly fitted or top-dose-only effect; inactive = no such curve, though single readings can be large or run the other way.

| Molecule | TRHR ag | D2 antag | TRHR enhancer | TrxR1 substrate | TrxR1 inh | PI4K2A block | USP1 inh | mIDH1 inhibitor | D2 ag |
| --- | --- | --- | --- | --- | --- | --- | --- | --- | --- |
| CCNC(=O)C(=O)Nc1cc2c3c(c1)CCN3C(=O)CC2 | 0.5 | -6 | 1 | 5% | 23% | -6 | -16% | 7% | 0.2 |
| CC(=O)N1CCN=C1SCc1ccccc1Cl | -1.0 | -9 | 3 | -14% | ? | 1 | 4% | -5% | -1.4 |
| CCOc1ccc(NC(=O)c2ccccc2-c2ccccc2C(=O)O)cc1 | / | / | / | -2%[57.1 µM] | -1%[57.1 µM] | -5 | -2% | 4% | / |
| O=C(NC(NC(=S)N1CCOCC1)C(Cl)(Cl)Cl)c1ccc(Cl)cc1 (centres undefined) | 0.9 | 5 | -3 | -3% | 4% | -1 | -23% | 5% | -0.3 |
| Cc1ccc2c(c1)C(=O)OC(C(=O)Nc1ncc(Cc3ccccc3)s1)C2 (centres undefined) | -0.3 | / | 3 | 6% | 43%[activator] | -3 | -29% | -4% | 0.1 |
| CCCCn1c(NC(C)=O)c(C#N)c2nc3ccccc3nc21 | -1.7 | -4 | 11 | 78%[activator][57.1 µM] | 16%[57.1 µM] | -6 | -22% | 19% | 0.3 |
| COC1=NS(=O)(=O)c2ccccc21 | 1.2 | -6 | -3 | 3% | 3% | 1 | -11% | 5% | 1.6 |
| Cc1cc(C)cc(Nc2c(F)c(F)c(F)c(F)c2C(=O)O)c1 | -2.6 | 5 | 0 | 2%[57.1 µM] | 4%[57.1 µM] | 5 | -7% | -5% | -0.7 |
| Cc1ccc(NC(=O)Cn2nnc(C(=O)NCCc3ccccc3)c2N)c(C)c1 | 0.9 | -21 | -6 | -6% | 15% | -1 | -11% | -11% | 1.1 |
| COC(=O)c1nc(NC(=S)NC(=O)c2cccs2)sc1C | 0.2 | / | -4 | 9%[57.1 µM] | -1%[57.1 µM] | -1 | -7% | 3% | / |
| CCc1ccc(C(=O)C(C)OC(=O)CN2C(=O)NC3(CCCC3)C2=O)cc1 (centres undefined) | / | / | / | 6%[57.1 µM] | 11%[57.1 µM] | -2 | -6% | 2% | / |
| CN(C)C(CNc1ncccn1)c1ccccc1 (centres undefined) | 0.8 | -6 | -1 | 3% | 4% | -1 | -22% | -2% | -0.4 |
| CCOc1ccc(NC(=O)N(Cc2c[nH]c3ccccc23)C2CCCCCC2)cc1 | 2.0 | / | 7 | -7% | -12% | -9 | -13% | 1% | 0.6 |
| Cc1nnc(NC(=O)c2ccc(S(=O)(=O)C(F)F)cc2)s1 | 0.0 | -8 | 4 | -4% | 11% | 1 | -14% | 3% | 0.1 |
| COc1ccc(-c2cc(C(=O)N3CCCc4ccccc43)no2)cc1OC | -0.5 | -23 | -6 | -1% | -5% | 0 | -12% | 5% | 0.1 |
| O=C(Nc1ccccc1)N1CCCc2ccccc21 | -0.3 | -15 | -1 | 2% | 15% | 11 | -13% | 2% | -1.2 |
| COc1cccc(C(O)c2nc3ccccc3n2C(C)C)c1OC (centres undefined) | -0.5 | -10 | 4 | -8% | -5% | 0 | -5% | -9% | 0.3 |
| Cc1ccc2c(C)c(C(=O)N3CCN(Cc4ccccn4)CC3)oc2c1C | -0.4 | 1 | 2 | -6% | -25% | 5 | -18% | -10% | -1.3 |
| O=C(NCCN1CCCCC1)Nc1ccccc1 | 1.7 | 7 | 8 | 9% | 29% | 3 | -11% | -1% | 0.8 |
| CCCNC(=O)CCc1nnc2ccc(N3CCN(c4cccc(OC)c4)CC3)nn12 | -0.4 | / | 1 | 0% | 22% | -1 | 5% | -13% | 0.2 |
| Fc1ccc(Cn2nnc(-c3ccc(CN4CCOCC4)cc3)n2)cc1 | -0.3 | -3 | 4 | -13% | -8% | -13 | -10% | 5% | -0.5 |
| N/C(=N\OC(=O)CN1C(=O)c2ccccc2C1=O)c1ccc(Cl)cc1 | 0.0 | / | -5 | -4% | 4% | 8 | -6% | -2% | / |
| CCCS(=O)(=O)N1CC(=O)N(c2ccc(C)cc2)C(C)(C(=O)NC2CCCCCC2)C1 (centres undefined) | -1.0 | / | 2 | 5% | 20% | -2 | -20% | -16% | -0.2 |
| CC1CC(C)CN(C(=O)C(C)N2CCN(S(=O)(=O)c3ccc(C(F)(F)F)cc3)CC2)C1 (centres undefined) | / | / | / | -4% | 11% | 0 | -24% | 4% | / |

Further structures follow.
SMILES	TRHR ag	D2 antag	TRHR enhancer	TrxR1 substrate	TrxR1 inh	PI4K2A block	USP1 inh	mIDH1 inhibitor	D2 ag
O=S(=O)(c1cccc(C(F)(F)F)c1)N1CCC(CO)(CCCc2ccccc2)CC1	-0.3	-14	15	-4%	19%	-2	-28%	4%	-1.7
O=C(CCc1ccc(S(=O)(=O)NCc2ccccc2)cc1)NCc1ccco1	0.1	2	-4	-5%	-6%	-4	-17%	3%	-5.4
Cc1ccc(OCCSc2nc3ccccc3n2CC(=O)N2CCCCC2)c(C)c1	-0.4	/	-7	-3%	7%	-1	?	11%	-1.0
COc1ccc(-c2ccc(SCC(=O)NCc3ccc4c(c3)OCO4)nn2)cc1OC	0.1	19	-3	-5%[57.1 µM]	39%[57.1 µM]	-5	-14%	12%	1.8
O=C(CSc1nnnn1-c1cccc(F)c1)NC1CCCCC1	-0.1	-8	-1	-10%	-3%	-4	-19%	3%	-0.2
COc1ccccc1N1CCN(C(=O)CSc2n[nH]c(-c3ccccc3)n2)CC1	-0.1	/	2	4%[57.1 µM]	22%[57.1 µM]	-3	-24%	11%	-1.3
Cc1nc(SCC(N)=O)c(C#N)c(C)c1C	0.4	7	2	1%	13%	1	-6%	3%	0.0
CCS(=O)(=O)c1ncc(N(Cc2ccccc2)Cc2ccco2)c(C(=O)Nc2cccc(Cl)c2C)n1	1.1	/	-2	-4%	17%	-1	-14%	0%	0.9
CCCCC(=O)Nc1ccc(C(=O)OC2CCCCC2)cc1	0.9	1	-3	7%[57.1 µM]	18%[57.1 µM]	4	-17%	1%	0.0
Cc1cccc(C)c1NC(=O)Cn1c(=O)n(CCCC(=O)NC2CCN(Cc3ccccc3)CC2)c(=O)c2ccccc21	-0.2	24	12	5%	?	8	-15%	-3%	-0.1
Cc1ccc(NS(=O)(=O)c2ccc(Cl)s2)nc1	0.6	-4	-3	4%	-18%	-19	-14%	12%	1.1
Cc1ccc(N=C2NC(=O)/C(=C/c3cccnc3)S2)cc1C	-0.5	-6	1	-6%	-6%	-9	4%	-3%	-0.5
CCCc1nnc(SCC(=O)Nc2ccc(OC)cc2)n1N	1.1	16	-12	7%	22%	-2	-9%	7%	-0.8
COc1cc([N+](=O)[O-])cc(/C=N/NC(=O)C(C)Nc2cccc(C)c2)c1O (centres undefined)	-0.5	-4	12	-17%	-9%	3	-5%	2%	0.0
O=C(NNC(=O)c1sccc1-n1cccc1)c1cccc(Cl)c1	-0.8	16	7	9%[57.1 µM]	13%[57.1 µM]	-3	-22%	4%	0.0

Reformatted with values under each structure: entries from further up
Screens in order – TRHR ag | D2 antag | TRHR enhancer | TrxR1 substrate | TrxR1 inh | PI4K2A block | USP1 inh | mIDH1 inhibitor | D2 ag
COc1cc([N+](=O)[O-])cc(/C=N/NC(=O)C(C)Nc2cccc(C)c2)c1O (centres undefined)
 : -0.5 | -4 | 12 | -17% | -9% | 3 | -5% | 2% | 0.0
COc1ccc(-c2ccc(SCC(=O)NCc3ccc4c(c3)OCO4)nn2)cc1OC
 : 0.1 | 19 | -3 | -5%[57.1 µM] | 39%[57.1 µM] | -5 | -14% | 12% | 1.8
O=C(NNC(=O)c1sccc1-n1cccc1)c1cccc(Cl)c1
 : -0.8 | 16 | 7 | 9%[57.1 µM] | 13%[57.1 µM] | -3 | -22% | 4% | 0.0
O=C(CCc1ccc(S(=O)(=O)NCc2ccccc2)cc1)NCc1ccco1
 : 0.1 | 2 | -4 | -5% | -6% | -4 | -17% | 3% | -5.4
Cc1cccc(C)c1NC(=O)Cn1c(=O)n(CCCC(=O)NC2CCN(Cc3ccccc3)CC2)c(=O)c2ccccc21
 : -0.2 | 24 | 12 | 5% | ? | 8 | -15% | -3% | -0.1

Following part.
SMILES	TRHR ag	D2 antag	TRHR enhancer	TrxR1 substrate	TrxR1 inh	PI4K2A block	USP1 inh	mIDH1 inhibitor	D2 ag
O=C(c1cccs1)N1CCC(N2CCN(c3ccccc3)CC2)CC1	-0.8	54*	-10	5%	-4%	-3	2%	2%	85*
CCOC(=O)C(C)n1cnc2c(nnn2Cc2ccc(C)cc2)c1=O (centres undefined)	0.1	-10	-3	-4%	23%	4	-10%	8%	-0.6
CCc1ccc(N2CC(C)Cn3c2nc2c3c(=O)n(CC(=O)O)c(=O)n2C)cc1 (centres undefined)	1.8	/	28	-6%	2%	-5	-9%	-6%	-0.5
O=C(Nc1cccnc1)c1ccco1	0.7	17	4	8%[57.1 µM]	-19%[2.29 µM]	-4	6%	2%	1.8
CCC(C)(C)C(=O)Nc1cc([N+](=O)[O-])ccc1F	-1.2	-2	7	11%	22%	-6	-10%	-7%	-1.6
COc1cccc(N2CCN(C(=O)c3cccn3-c3nnc(N4CCCCC4)s3)CC2)c1	-0.9	/	7	-2%[57.1 µM]	11%[57.1 µM]	-6	-8%	5%	-0.6
Cc1ccc(CC2CC(=O)N(c3ccc4c(c3)OCCO4)C2=O)cc1 (centres undefined)	-0.4	-3	-2	7%[57.1 µM]	6%[57.1 µM]	-4	-8%	4%	-1.0
COc1ccc(C)cc1Nc1nc(-c2c(C)[nH]c3ccccc23)cs1	0.2	-9	-6	-1%	19%	-3	-4%	2%	-0.4

Entries listed so far printed as active in D2 antag.
SMILES | D2 antag | TRHR enhancer | TrxR1 substrate | TrxR1 inh | PI4K2A block | USP1 inh
O=C(c1cccs1)N1CCC(N2CCN(c3ccccc3)CC2)CC1 | 54* | -10 | 5% | -4% | -3 | 2%
